Compound activity (PubChem BioAssay)
BLM helicase inh: qHTS Assay for Inhibitors of Bloom's syndrome helicase (BLM) | RecQ-like DNA helicase BLM (Homo sapiens), P54132 | recombinant BLM DNA unwinding, fluorescence dequenching | Potency, µM (highest dose often 56.1 µM), for the others: top-dose activity change, negative = inhibition, actives largely listed as inhibitors | hit rate 0.2% among 350,000;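 further: plate controls were vehicle for no effect and no enzyme for full effect; nearly all actives have a fitted effect of over 35% in size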
Pin1 inhibitor: qHTS Assay to Find Inhibitors of Pin1 | Peptidyl-prolyl cis-trans isomerase NIMA-interacting 1 (Homo sapiens), Q13526 | hit rate 0.009% among 390,000 | Potency, µM (top dose mostly 115 µM), without a hit: top-dose activity, negative = inhibition, usual class: inhibitors | AID 504891, 2011 | Pin1 FP peptide displacement, HiFluor488, 10 min; active means well fitted inhibition curve with a large enough effect in the polarisation, with a control signal flat, not every such curve was filed as active; inconclusive means small, poorly fitted or top-dose-only effect, or effect the other way, or a change in a side signal; inactive means no such curve, though single readings can be large or run the other way; the % refers to the polarisation; further: on the % scale 0 is the no-effect control and ±100 the full control effect
JMJD2A Tudor: qHTS Assay for Inhibitors of JMJD2A-Tudor Domain | Lysine-specific demethylase 4A (Homo sapiens), O75164 | AlphaScreen JMJD2A-Tudor / H3K4me3 peptide binding | Potency, µM (highest dose often 114 µM), without a hit: at the highest dose activity change, negative = inhibition, most hits filed as inhibitors | hit rate 4.4% among 390,000 | AID 504339, 2011; further: on the % scale 0 is the no-effect control and ±100 the full control effect; nearly all actives have a fitted effect of over 50% in size
Target sequence (O75164 whole entry, looked up, the tested form may be a part): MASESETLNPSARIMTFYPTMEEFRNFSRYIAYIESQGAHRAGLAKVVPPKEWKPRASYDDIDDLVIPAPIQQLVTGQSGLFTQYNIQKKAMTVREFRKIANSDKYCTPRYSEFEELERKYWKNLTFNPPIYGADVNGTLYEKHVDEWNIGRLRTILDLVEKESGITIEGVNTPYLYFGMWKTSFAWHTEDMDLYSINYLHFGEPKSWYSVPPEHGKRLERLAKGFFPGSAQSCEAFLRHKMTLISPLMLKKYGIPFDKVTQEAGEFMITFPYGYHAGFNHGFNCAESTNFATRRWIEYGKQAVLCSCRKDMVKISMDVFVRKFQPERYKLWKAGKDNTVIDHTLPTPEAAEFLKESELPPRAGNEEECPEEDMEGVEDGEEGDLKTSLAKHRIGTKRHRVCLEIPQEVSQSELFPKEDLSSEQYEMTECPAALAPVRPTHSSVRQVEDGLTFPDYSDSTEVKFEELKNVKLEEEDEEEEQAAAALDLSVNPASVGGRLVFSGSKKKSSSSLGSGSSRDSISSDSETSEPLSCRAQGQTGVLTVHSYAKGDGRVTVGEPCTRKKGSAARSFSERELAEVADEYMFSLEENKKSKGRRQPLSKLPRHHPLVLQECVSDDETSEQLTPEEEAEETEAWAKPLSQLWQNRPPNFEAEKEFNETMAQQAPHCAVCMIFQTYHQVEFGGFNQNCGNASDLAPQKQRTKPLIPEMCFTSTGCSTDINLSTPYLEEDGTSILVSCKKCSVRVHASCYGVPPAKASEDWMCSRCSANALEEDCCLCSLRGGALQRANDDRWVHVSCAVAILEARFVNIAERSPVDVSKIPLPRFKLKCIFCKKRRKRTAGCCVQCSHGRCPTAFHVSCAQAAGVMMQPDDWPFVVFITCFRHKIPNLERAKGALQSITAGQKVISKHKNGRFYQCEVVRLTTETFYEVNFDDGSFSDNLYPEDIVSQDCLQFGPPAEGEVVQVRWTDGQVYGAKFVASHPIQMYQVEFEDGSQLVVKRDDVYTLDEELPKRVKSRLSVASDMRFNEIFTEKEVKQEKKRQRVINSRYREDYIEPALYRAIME
Tb PGK inh: qHTS Assay to Find Inhibitors of Phosphoglycerate Kinase. Phosphoglycerate kinase, glycosomal (Trypanosoma brucei brucei), P07378. Potency, µM (series often up to 57.5 µM), inactives show at the highest dose activity change, negative = inhibition, actives largely listed as inhibitors. PGK/GAPDH coupled, Kinase-Glo luminescence, 60 min. hit rate 0.043% among 380,000; further: on the % scale 0 is the no-effect control and ±100 the full control effect; nearly all actives have a fitted effect of over 60% in size
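Luminescent ATP detection (Kinase-Glo Plus) follows a 60-minute room-temperature incubation, with wells lacking PGK as controls. Buffer: 100 mM TEA (pH 7.6), 5 mM MgCl2, 0.01% Tween-20. Coupling enzyme GAPDH (100 nM final) supplies unstable 1,3-BPG in-well.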
GLS inh: qHTS for Inhibitors of Glutaminase (GLS). Glutaminase kidney isoform, mitochondrial (Homo sapiens), O94925. GLS enzymatic activity, qHTS titration. Potency, µM (doses to about 45.5 µM), for the others: at the highest dose activity change, negative = inhibition, usual class: inhibitors. hit rate 0.21% among 410,000. AID 624170, 2012; further: on the % scale 0 is the no-effect control and ±100 the full control effect
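Compounds were pin-transferred onto hKGA, after which L-glutamine (1 mM solution) and a detection mix of glutamate oxidase, HRP and Amplex Red were added. Initial and 30 min RT fluorescence reads were collected.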
HP1b chromo inh: HTS for Inhibitors of HP1-beta Chromodomain Interactions with Methylated Histone Tails; Potency, µM (doses to about 114 µM), for inactives: top-dose activity change, negative = inhibition, hits mostly inhibitors; hit rate 0.56% among 390,000; Chromobox protein homolog 1 (Homo sapiens), P83916; AlphaScreen HP1-beta / biotin-H3K9me3 peptide binding; further: nearly all actives have a fitted effect of over 70% in size; inactives centre near 23
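Compound inhibition of the preformed complex between 50 nM HP1-beta and 50 nM biotinylated H3K9me3 peptide was read by AlphaScreen. Buffer was PBS pH 7.4 with 0.01% Tween-20. Incubations ran 30 min at room temperature, with 10 ug/mL donor/acceptor beads.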
BAZ2B inh: qHTS Assay for Inhibitors of BAZ2B; AID 504333, 2011; Potency, µM (titrated, usually from 114 µM), without a hit: at the highest dose activity change, negative = inhibition, actives largely listed as inhibitors; hit rate 4.4% among 360,000; AlphaScreen BAZ2B-H3K14Ac peptide displacement; Bromodomain adjacent to zinc finger domain protein 2B (Homo sapiens), Q9UIF8; further: on the % scale 0 is the no-effect control and ±100 the full control effect; nearly all actives have a fitted effect of over 60% in size
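Protein-peptide AlphaScreen: BAZ2B 50 nM, b-H3K14Ac 50 nM, 1x PBS pH 7.4 + 0.01% Tween-20. Preincubation 30 min RT; cpd 30 min RT (top 110 uM); beads 20 min RT, light-protected.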
POLI inh: qHTS for Inhibitors of Polymerase Iota. DNA polymerase iota (Homo sapiens), Q9UNA4. Pol iota fluorescent replication assay, 10 min. Potency, µM (series often up to 115 µM), inactives show at the highest dose activity, negative = inhibition, hits mostly inhibitors. hit rate 1% among 390,000
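Pol iota at 10 nM preincubated 15 min with compounds at room temperature; reaction started with fluorescent substrate, 50 nM final. Fluorescence read kinetically at 0 and 10 min; buffer-only wells as negative control.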
G9a inh: qHTS Assay for Inhibitors of Histone Lysine Methyltransferase G9a; G9a H3K9 monomethylation, AlphaScreen, 2 h; Potency, µM (series often up to 102 µM), inactives show top-dose activity, negative = inhibition, usual class: inhibitors; Histone-lysine N-methyltransferase EHMT2 (Homo sapiens), Q96KQ7; AID 504332, 2011; hit rate 8.8% among 350,000; further: on the % scale 0 is the no-effect control and ±100 the full control effect; nearly all actives have a fitted effect of over 75% in size
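Step 1: enzyme (final 20 nM) with compound, 15 min RT. Step 2: substrate peptide 500 nM and SAM 20 uM, 2 h RT. Step 3: anti-H3K9me1 antibody and AlphaScreen beads, 10 min, then plate read.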
* hit, by the source's call; i = inactive; ? = inconclusive; / = not tested or not shown; [ ] = remark or other dose. Unless noted, the call rests on the fitted dose curve; in most records, active means well fitted curve in the direction sought with a large enough effect; inconclusive means small, poorly fitted or top-dose-only effect, or another doubt; inactive means no such curve, though single readings can be large; an effect the other way counts as inactive or inconclusive. Potency means the concentration at half of the fitted maximal effect.

SMILES	BLM helicase inh	Pin1 inhibitor	JMJD2A Tudor	Tb PGK inh	GLS inh	HP1b chromo inh	BAZ2B inh	POLI inh	G9a inh
O=C(c1ccc(F)cc1)N(Cc1ccco1)C1CCS(=O)(=O)C1 (stereo unspecified)	-1%	-11%	-21%	-5%	0%	18%	-4%	25%	32%
CC(C)C(c1nnnn1Cc1ccco1)N1CCN(C2CCCC2)CC1 (stereo unspecified)	0%	-9%	5%	-6%	-8%	39%[activator]	-4%	23%	-12%[59 µM]
CC1CC(C)CN(c2nc(N(C)c3ccccc3)nc(N)c2[N+](=O)[O-])C1 (stereo unspecified)	-9%	?	40µM*	-14%	-2%	-25%	?	27%	10µM*
CCCNC(=O)CN1C(=O)c2c(c3ccccc3n2C)C1c1ccc(OC)cc1 (stereo unspecified)	-4%	-2%	-21%	6%	7%	22%	-28%	-7%	?
CC1(C)COC(/C=C/c2cccc([N+](=O)[O-])c2)=N1	-2%	0%	-20%	-9%	-5%	17%	13%	72%[activator]	1%
O=C(OCc1cc(=O)n2ccsc2n1)c1ccc(O)cc1O	/	-7%	-4%	i	2%	30%	-23%	-9%	-10%[12.7 µM]
COc1cccc(C(O)c2cnc(C(C)C)n2C)c1 (stereo unspecified)	1%	-12%	1%	-10%	7%	12%	-4%	30%	19%
COc1ccc(-c2noc(CNC(=O)c3cc(OC)c(OC)c(OC)c3)n2)cc1	-2%	1%	-9%	-2%	-13%	15%	-9%	?	1%[59 µM]
O=C(Nc1sc2c(c1C(=O)O)CCCCC2)c1cccs1	-1%	-2%	-30%	5%	?	11%	/	16%	?
CC1CC(C)CN(C(=O)C(C)N(C)CC(=O)Nc2ccccc2Cl)C1 (stereo unspecified)	-1%	-5%	5%	i	-3%	20%	-16%	98%[activator]	22%[59 µM]
COc1ccc(CN(C(=O)CSc2nnc(-c3ccc(OC)c(OC)c3)o2)c2ccc(F)cc2)cc1	0%	7%	-16%	i	-11%	23%	6%	13%	5%[59 µM]
CN(Cc1cccs1)C(=O)c1ccc(Cl)c(S(=O)(=O)N2CCCCCC2)c1	/	-7%	0%	-8%	-10%	23%[57 µM]	/	20%	/
CCC(=O)Nc1ccc(-c2cc3ccccc3oc2=O)cc1	-9%	4%	-2%	0%	4%	43%[activator]	-12%	22%	0%
COc1ccc(-c2c(C#N)c(SCC(=O)Nc3ccc(Br)cc3)nc(C)c2C(=O)Nc2ccccc2)cc1	-7%	16%	-8%	/	-5%	34%[activator]	1%	10%	-5%[59 µM]
COc1cccc(/C=N/NC(=O)CCn2nnc3ccccc32)c1	3%	7%	-31%	-8%	6%	6%	8%	24%	2%
O=S(Cc1ccc(Cl)cc1)c1ccccc1 (stereo unspecified)	/	5%	-4%	6%	1%	8%	/	13%	/
NC(=O)CC(NC(=O)c1ccc(Br)cc1)c1ccc(NC2CCCCCC2)c([N+](=O)[O-])c1 (stereo unspecified)	-3%	?	-25%	1%	5%	0%	?	13%	/
CCOCCn1c(=O)c2c(nc3n2CCN3c2ccc(CC)cc2)n(C)c1=O	/	4%	-13%	4%	8%	14%	/	-6%	/
CC(=O)Nc1ccc(S(=O)(=O)NCCc2cn3nc(C)c(C)nc3n2)cc1	-4%	-5%	13%	0%	-1%	55%[activator]	-14%	24%	8.9µM*
Cc1ccc(NC(=O)COC(=O)c2ccc(=O)n(Cc3ccccc3)n2)cc1F	/	-5%	-14%	-10%	1%	6%	4%	30%[activator]	-26%

Three records picked at random from those above:
SMILES	BLM helicase inh	Pin1 inhibitor	JMJD2A Tudor	Tb PGK inh	GLS inh	HP1b chromo inh	BAZ2B inh	POLI inh	G9a inh
CCC(=O)Nc1ccc(-c2cc3ccccc3oc2=O)cc1	-9%	4%	-2%	0%	4%	43%[activator]	-12%	22%	0%
Cc1ccc(NC(=O)COC(=O)c2ccc(=O)n(Cc3ccccc3)n2)cc1F	/	-5%	-14%	-10%	1%	6%	4%	30%[activator]	-26%
O=S(Cc1ccc(Cl)cc1)c1ccccc1 (stereo unspecified)	/	5%	-4%	6%	1%	8%	/	13%	/

Following part.
SMILES	BLM helicase inh	Pin1 inhibitor	JMJD2A Tudor	Tb PGK inh	GLS inh	HP1b chromo inh	BAZ2B inh	POLI inh	G9a inh
CN(Cc1ccccc1)C(=O)c1ccc(NC2=NC3CS(=O)(=O)CC3S2)cc1 (stereo unspecified)	-1%	-2%	-16%	i	-2%	16%	14%	-7%	/
Cc1cccc(N=Cc2cc3c(cc2[N+](=O)[O-])OCO3)c1	-12%	0%	-26%	-7%	18%	?	?	43%[activator]	-5%[0.501 µM]
N#Cc1c(NC(=O)CSc2nc(N)cc(=O)[nH]2)sc2c1CCCC2	-15%	?	-20%	-2%	-3%	2%	?	40%[activator]	/
CCOC(=O)C1CCCN(CC(O)COc2ccccc2C(C)=O)C1 (stereo unspecified)	-1%	-3%	-18%	-11%	-13%	6%	-4%	-1%	?
CC(=O)N1CCN(Cc2cc(=O)n3cc(Cl)c(C)c(Cl)c3n2)CC1	2%	1%	2%[57.1 µM]	-6%	-5%	19%	0%	15%	6%
COc1ccc(S(=O)(=O)NCCc2csc3nc(-c4ccccc4)nn23)cc1OC	2%	-10%	-10%	i	8%	19%	-10%	46%[activator]	0%[59 µM]
C=CCNC(=O)/C(=C\c1ccc([N+](=O)[O-])cc1)NC(C)=O	1%	3%	-9%	5%	4%	14%	-17%	8%	3%[59 µM]
Cc1ccc(OCC(=O)N2CCCCCCC2)cc1	-7%	-2%	-8%	-2%	9%	28%	-1%	162%[activator]	/
NC(=O)COC(=O)c1cccc(S(=O)(=O)N2CCCCC2)c1	1%	-6%	-11%	-6%	19%	29%	3%	16%	-9%[0.0925 µM]
CC(=O)N(CCO)Cc1cc2cc(C)cc(C)c2[nH]c1=O	-4%	-14%	-10%	1%	4%	18%	-1%	-2%	-3%[59 µM]
COCCNC(=O)C1CC2Cn3c(nc4cc(Cl)c(Cl)cc43)C2N1C (stereo unspecified)	1%	3%	-12%	0%	-4%	50%[activator]	10%	-2%	?
Cc1ccsc1C(=O)N1CCCC(CCC(=O)NCc2ccc(F)c(F)c2)C1 (stereo unspecified)	-1%	3%	-13%	-9%	-1%	2%	8%	8%	/
Cc1ccc(C)c2[nH]c(=O)c(CCNC(=O)c3ccc4c(c3)OCO4)cc12	2%	0%	-19%	-7%	1%	14%	-3%	5%	13%[59 µM]
COc1cccc(/C=N/Nc2ccc([N+](=O)[O-])cn2)c1O	-9%	2%	?	-11%	-7%	414%[activator]	40µM*	9%	95%[activator]
COc1ccc(CN(CC2CCC(C(=O)O)CC2)C(=S)Nc2ccccc2C)cc1 (stereo unspecified)	2%	-5%	-8%	5%	12%	40%[activator]	0%	-12%	8%
CCOc1cc(NS(=O)(=O)c2ccc(OC)cc2)c(OCC)cc1NC(=O)c1ccco1	-2%	9%	-5%	-8%	25%	48%	0%	-1%	-10%[59 µM]
CCOc1ccc(C(=O)OCC(=O)NC2CCCC2)cc1OCC	-1%	0%	-18%	-5%	17%	7%	11%	105%[activator]	-10%[2.33 µM]
Cc1noc(C)c1CSc1ccccc1C(=O)O	-1%	-7%	7%	-10%	-17%	21%	29%	-20%	0%[12.7 µM]
COc1ccc(-n2nc3c(N4CCCC(C(=O)NCc5cccc(F)c5)C4)nnc(C)c3c2C)cc1 (stereo unspecified)	-2%	?	-11%	-5%	6%	28%	?	10%	-33%[59 µM]
Nc1c(-c2ccccc2Cl)cnn1-c1cccc([N+](=O)[O-])c1	-4%	4%	4%	1%	/	29%	?	-4%	-28%[59 µM]
Cc1ccccc1C1=C/C(=C(\SS/C(C(=O)c2ccc(OCC(=O)O)c(Cl)c2Cl)=C2\C=C(c3ccccc3C)SS2)C(=O)c2ccc(OCC(=O)O)c(Cl)c2Cl)SS1	/	/	28µM*	?	?	20µM*	/	?	/
CC(C)(C)c1ccccc1NC(=O)c1cc(-c2ccncc2)nc2ccccc12	/	-1%	-28%	-3%	0%	1%	/	21%	/
COc1ccc(N2CCN(CCCNC(=O)C3CCC(CNc4nc(=S)[nH]c5ccccc45)CC3)CC2)cc1 (stereo unspecified)	0%	0%	-25%	7%	-2%	6%	?	108%[activator]	?
CCOc1ccc(-c2nnc3ccc(SCc4ccc(C(=O)OC)o4)nn23)cc1	-2%	7%	-36%	-2%	-7%	12%	3%	36%[activator]	11µM*
CCCN1CCN(CCCNC(=O)CN2C(=O)c3cccnc3Oc3ccc(C)cc32)CC1	1%	-18%	-11%	-2%	-2%	8%	-4%	?	-34%
Cc1nc2nc(SCC(=O)N(C)Cc3ccccc3)nn2c(C)c1Cc1ccccc1Cl	-5%	29%	-13%	-5%	11%	19%	-16%	9%	-8%[59 µM]
O=S(=O)(Cc1ccc(Cl)cc1)N1CCCCCC1	-1%	-4%	-6%	-3%	0%	6%	-1%	28%	19%
O=[N+]([O-])c1ccc(C2OCCO2)cc1CS(=O)(=O)c1ccccc1	0%	-2%	-15%	0%	-2%	0%	-4%	12%	-22%
COc1ccc(NC(=O)C2CCC(=O)N2)cc1 (stereo unspecified)	-3%	8%	-9%	-6%	2%	33%	5%	-2%	12%
C=CCn1c(SCC(=O)N(C(C)CC)C2CCS(=O)(=O)C2)nc2ccccc2c1=O (stereo unspecified)	/	-8%	1%	i	-2%	44%[activator]	8%	?	?

This is a subset. The share of hits here may be higher or lower than overall.
